Bioassay records deposited in PubChem BioAssay by National Center for Advancing Translational Sciences (NCATS).
D1 antagonist – antagonists of human D1 dopamine receptor; HEK293 TREx D1 cells, calcium flux, dopamine EC80; active compounds read low; P21728; hit rate 3.2% among 360,000; activity change, negative = inhibition, % at 10 µM; in the data active = activity change below about -30%; note: % is set by controls: 0 for no effect and ±100 for the full control effect
Target sequence (P21728 whole entry, looked up): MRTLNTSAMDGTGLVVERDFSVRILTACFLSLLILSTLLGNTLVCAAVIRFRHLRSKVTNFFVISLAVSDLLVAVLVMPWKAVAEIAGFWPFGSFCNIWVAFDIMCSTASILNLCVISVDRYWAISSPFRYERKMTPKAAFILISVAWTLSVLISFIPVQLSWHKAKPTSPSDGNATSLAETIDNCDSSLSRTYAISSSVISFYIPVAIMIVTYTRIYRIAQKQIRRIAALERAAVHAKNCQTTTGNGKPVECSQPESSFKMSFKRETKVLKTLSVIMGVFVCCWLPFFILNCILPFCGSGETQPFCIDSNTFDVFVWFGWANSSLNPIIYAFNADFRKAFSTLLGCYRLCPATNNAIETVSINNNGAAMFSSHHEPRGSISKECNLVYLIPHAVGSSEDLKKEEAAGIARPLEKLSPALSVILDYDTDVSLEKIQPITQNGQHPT
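HEK293 T-REx cells expressing inducible, force-coupled D1 receptor; no-wash Ca dye, 30–90 min RT. Cmpd → 180 s read at 1 Hz → EC80 DA → 180 s read.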
D2 agonist – activates the human D2 dopamine receptor. HEK293 T-REx D2 cells, calcium flux agonist mode. hit rate 0.53% among 340,000. P14416. activation, % at 2 µM;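 active = activation over 3 SD above normal in the single-dose calcium agonist read, cut at about 30% in these data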; note: 0% is about no effect
Target sequence (P14416 whole entry, looked up): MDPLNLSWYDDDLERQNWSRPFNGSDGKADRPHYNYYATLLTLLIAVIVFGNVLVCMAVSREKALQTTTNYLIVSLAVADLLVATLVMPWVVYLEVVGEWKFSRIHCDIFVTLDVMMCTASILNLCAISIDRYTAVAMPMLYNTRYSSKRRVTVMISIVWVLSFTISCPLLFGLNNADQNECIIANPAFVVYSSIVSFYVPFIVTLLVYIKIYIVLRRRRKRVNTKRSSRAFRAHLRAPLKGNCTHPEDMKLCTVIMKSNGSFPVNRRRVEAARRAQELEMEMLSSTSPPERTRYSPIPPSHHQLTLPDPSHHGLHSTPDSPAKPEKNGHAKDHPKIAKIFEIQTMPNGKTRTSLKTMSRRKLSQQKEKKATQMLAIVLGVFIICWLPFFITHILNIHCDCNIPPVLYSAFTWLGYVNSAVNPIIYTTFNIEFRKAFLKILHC
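Agonism scored from kinetic calcium signal (1 read/sec, 180 s) following compound pin transfer, after a 10 s baseline. Cells: HEK293 Trex line expressing inducible D2 receptor coupled to calcium, dye-loaded after overnight culture at 30 C.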
D2 antag – antagonizes the human D2 dopamine receptor | hit rate 2% among 340,000 | HEK293 TREx D2 cells, calcium flux, dopamine EC80 | AID 485344 | inhibition, % at 10 µM; in the data active = inhibition above about 30%; note: 0% is about no effect
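HEK293 T-REx D2 cells, tet-induced, calcium dye no-wash. Cpd pintool add, 180 s kinetic, then EC80 DA, 180 s kinetic. Ca flux read.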
D1 potentiator – enhances dopamine response at the human D1 receptor. HEK293 TREx D1 cells, calcium flux, dopamine EC20 potentiation. potentiation, % at 10 µM. hit rate 0.036% among 360,000; in the data active = potentiation above about 30%; note: 0% is about no effect
TRHR enhancer – TRH receptor (human) allosteric enhancement; P34981; TRHR cells, fluo-8 calcium fluorescence, EC20 TRH enhancement; enhancement, % at 2 µM; hit rate 0.66% among 360,000; in the data active = enhancement above about 30%; note: 0% is about no effect
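Enhancer read-out: after compound pinning and an initial kinetic agonist-mode read, an EC20 of TRH (10 nM final) was injected and fluo-8 calcium signal (Ex 480/Em 530) followed at 1 s/cycle for 100 cycles in TRHR-expressing cells.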
D1 ag – activates the human D1 dopamine receptor | P21728 | HEK293 T-REx D1 cells, calcium flux, agonist mode | activation, % at 2 µM | hit rate 1% among 360,000; in the data active = activation above about 30%; note: 0% is about no effect
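Agonism was scored from calcium flux recorded over 180 s (1 read/s) after pintool compound addition, following a 10-cycle baseline. Cells were inducible force-coupled HEK293 TREx D1, plated overnight at 30 C and loaded with no-wash calcium dye.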
RXFP1 agonist – agonists of human relaxin receptor RXFP1; HEK293T-RXFP1 cAMP TR-FRET, 30 min; response scale: percent of porcine relaxin response, buffer zero; Potency, µM (top dose mostly 57.5 µM), inactives show at the top dose activation, hits mostly activators; hit rate 0.3% among 370,000; AID 2676; active = well fitted activation curve with a large enough effect; note: potency is the fitted concentration of half-maximal effect; % is set by controls: 0 for no effect and ±100 for the full control effect; nearly all actives have a fitted effect of over 60% in size; many of its hits are not listed in these tables
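Agonist response is measured as cAMP accumulation in an RXFP1-transfected HEK293T line under PDE4 inhibition. Values are scaled between buffer-only and 29 nM porcine relaxin, and EC50s come from standard Hill equation fits.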
D2 potentiator – positively modulates the human D2 dopamine receptor allosterically. P14416. HEK293 T-REx D2, calcium flux, EC20 dopamine potentiation. potentiation, % at 10 µM. hit rate 0.34% among 340,000. AID 485347;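 active = potentiation over 3 SD above the plate norm, cut at about 30% in these data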; note: 0% is about no effect
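Tetracycline-induced HEK293 T-REx cells force-coupled to calcium signalling expressed D2; compounds were pin-added after a 10 s baseline, read kinetically 180 s, then an EC20 dopamine challenge followed with a further 180 s calcium read.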
RXFP1 antag – RXFP1 (human) relaxin receptor antagonism; Q9HBX9; HEK293-RXFP1, relaxin-stimulated cAMP HTRF, 30 min; active compounds read low; activity change, negative = inhibition, % at 57.5 µM; hit rate 0.59% among 350,000; AID 1259400;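 active = activity change of -60% or lower, but not beyond a set lower limit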; note: % is set by controls: 0 for no effect and ±100 for the full control effect
An asterisk follows results filed as active; nt = no result given; & = joins results of further samples. The list is partial, so the mix of outcomes need not match the whole.

Below each SMILES – D1 antagonist	D2 agonist	D2 antag	D1 potentiator	TRHR enhancer	D1 ag	RXFP1 agonist	D2 potentiator	RXFP1 antag
CCOC(=O)c1ccc(S(=O)(=O)NNS(=O)(=O)c2ccc(C)cc2)cc1
 : 2	0.5	20	-1	-4	3	2.1%	6	2
Cc1cc2oc(C(=O)Nc3ccc(S(N)(=O)=O)cc3)cc(=O)c2cc1C
 : -58*	1.0	nt	-2	20	0	19%	-12	-1
CCOC(=O)Cn1nc(C)n(-c2ccc(C(C)C)cc2)c1=O
 : -6	0.1	0	-3	1	4	-1.6%	-2	38
COc1ccc(N2CCN(C(CNS(=O)(=O)c3c(C)cc(C)cc3C)c3ccco3)CC2)cc1 (configuration not stated)
 : nt	1.0	nt	-5	4	5	0.2%	-3	-22
COc1ccc(NC(=O)C2CCN(c3ncnc4c3nc3n4CCCCC3)CC2)c(OC)c1
 : 3	-1.1	4	-10	17	4	-2.0%	4	14
CC(NC(=O)c1ccccc1Br)c1nnc(SCC(=O)NC2=NCCS2)n1C (configuration not stated)
 : -3	-0.2	3	1	8	1	0.5%	-7	9
COC(=O)c1[nH]c2ccc(F)cc2c1NC(=O)CCN1CCN(Cc2ccc3c(c2)OCO3)CC1
 : 9	0.2	-11	-1	-4	0	2.2%	-7	-1
COc1ccccc1CNc1ccc([N+](=O)[O-])cc1C
 : -14	-0.9	-1	-1	-4	2	1.1%	-5	-25
O=C(COc1ccccc1)NCC(=O)N/N=C/c1ccccc1
 : -8	-0.5	-2	1	6	-1	0.2%	4	-2
CC(=O)NNc1cc(C)nc(N)n1
 : 5	-0.5	-7	1	-3	3	-7.4%	5	-11
Cc1c(C(=S)Nc2ccccc2)cnn1-c1ccccc1
 : -24	0.3	-2	-9	-7	6	0.1%	-2	nt
CCNC(=O)N1c2ccc(OCC)cc2C(C)=CC1(C)C
 : 1	-0.6	-16	-3	6	7	0.2%	-3	-3
COc1cccc(Nc2sc(C(=O)c3ccc(Cl)cc3)c(N)c2C(=O)NCCc2ccc(OC)c(OC)c2)c1
 : 3	-0.3	nt	-2	-8	1	0.7%	9	-15
CCCCn1c(N)c(N(CCOC)C(=O)CSc2nnc(-c3ccc(F)cc3)n2N)c(=O)[nH]c1=O
 : 6	-0.6	-5	0	-2	2	0.9%	10	3
COc1cccc(N2CCN(S(=O)(=O)c3ccc4c(c3)CCCN4C(C)=O)CC2)c1
 : -35*	0.2	nt	-1	-3	6	-0.5%	7	-11
CCCn1c(SCC(=O)c2cc(C)n(-c3cc(C)on3)c2C)n[nH]c1=O
 : -8	-0.9	-33	-2	19	14	0.3%	-7	3
Oc1ccc(Cl)cc1CNCc1ccc(C(F)(F)F)cc1
 : 37	-0.3	-3	3	10	6	-1.5%	-9	nt
Cc1cccc(-n2c(Cc3ccccc3)nnc2SCc2ccc([N+](=O)[O-])cc2)c1
 : 10	1.5	-7	0	-6	2	0.2%	-5	5
COc1ccc(OC)c(N(C(=O)c2ccco2)C(C(=O)NC2CCCC2)c2ccc(N3CCOCC3)cc2)c1 (configuration not stated)
 : 8	-1.2	-7	-6	-2	1	0.6%	nt	0
CN(C)CC(C)(C)CNC(=S)NCc1ccc2c(c1)OCO2
 : 6	0.6	-1	1	2	0	-1.6%	-9	29
O=C(O)CCCC(=O)NNc1nc(-c2ccccc2)c2cc(Cl)ccc2n1
 : 5	-1.1	2	-1	1	1	1.9%	4	-6
CC1=C(C(N)=O)C(c2cccc(OCc3ccccc3)c2)n2nnnc2N1 (configuration not stated)
 : 27	0.1	-2	-3	1	1	2.1%	-13	-3
COC(=O)c1cc(C)sc1NC(=O)CN1CCN(C(=O)C2CCCO2)CC1 (configuration not stated)
 : -26	-0.4	-8	-7	-3	0	0.6%	7	-13
CCN(c1ccccc1)S(=O)(=O)c1cccc(C(=O)NCC2(N(C)C)CCCCC2)c1
 : -4	0.4	-10	-1	8	3	-0.1%	-15	-11
COc1cccc2cc(-c3nnc(-c4ccccc4)o3)c(=O)oc12
 : -9	1.0	-24	3	-18	0	0.3%	-1	1
Cc1ccc(-c2nc(C#N)c(N3CCC(C(N)=O)CC3)o2)cc1
 : -5	0.7	-17	-5	8	0	4.1%	1	-31
NC(=O)c1ccsc1NC(=O)CSc1nncs1
 : -18	0.6	15	-4	-8	2	-0.2%	0	-8
c1ccc(CCc2nc(-c3ccccc3)no2)cc1
 : 12	1.5	15	-5	-15	5	-1.5%	39*	-4
COC(=O)c1ccccc1NC(=O)c1cnc2c(-c3cccc(C)c3)c(C)nn2c1C
 : 2	-1.0	nt	-5	3	1	0.2%	18	-4
Cc1cc(C)c(C)c(S(=O)(=O)N2CCC(C(=O)NCC(c3ccccc3)N(C)C)CC2)c1C (configuration not stated)
 : 7	0.0	-9	-8	8	7	0.2%	-13	-24
O=C(NCc1ccc2c(c1)CCN2C(=O)c1ccc(Cl)cc1)c1ccco1
 : -13	0.0	nt	3	1	-2	-2.1%	-33	1
Cn1nnnc1SCC(=O)N1CCN(S(=O)(=O)c2ccccc2)CC1
 : 3	1.5	2	-8	1	1	1.9%	-17	-2
Cc1cccc(NC(=O)COC(=O)c2ccc(C)c(S(=O)(=O)N3CCCCC3)c2)c1
 : 0	0.7	-5	3	4	7	-3.4%	-1	1
C=CCNC(=O)CSc1ccc(Cl)cc1
 : -24	0.4	3	-7	-2	-1	1.3%	nt	-1
C/C(N)=C(/C#N)C(=O)COC(=O)c1ccc(NC(N)=O)cc1
 : -7	-0.3	-2	-6	-5	1	0.2%	-4	21
COc1ccccc1/C=C1\SC(=O)N(CC(=O)N(C)C2CCS(=O)(=O)C2)C1=O (configuration not stated)
 : 6	0.0	12	-2	7	0	-1.1%	-2	24
CCC(Sc1nc(C)cc(C)n1)C(=O)NC1=NN=C(c2ccc(C)cc2)CS1 (configuration not stated)
 : -13	-0.9	-5	-4	1	6	3.8%	-9	-22
Cc1cc(-c2n[nH]c(=S)n2/N=C/c2sccc2C)n[nH]1
 : -2	66*	-15	-7	2	1	-1.2%	-26	-10
C/C(=N\Nc1ccccn1)c1ccc(C#N)cc1
 : -12	1.8	17	-5	2	2	-0.4%	1	-9
CCCCCC1(C)NC(=S)N(c2ccccc2)N1 (configuration not stated)
 : 18	-0.3	5	-3	-6	2	-1.6%	nt	-6
CCO/C=C1/C(=O)N(CC)c2ccccc21
 : 37	-0.1	-8	6	4	1	1.6%	15	5
O=c1cc(-c2ccccc2)c2cc3c(cc2[nH]1)OCCO3
 : 7	-1.0	-16	-7	-1	2	-0.4%	5	9
Cc1ccc(C)c(S(=O)(=O)N2CCCCC2CCNC(=O)C(=O)NCc2ccncc2)c1 (configuration not stated)
 : 3	-0.6	-26	0	2	0	-0.2%	1	5
O=C1C(=C2SCCCS2)CC/C1=C\c1ccc(F)cc1
 : -3	-0.4	-19	-3	16	-1	1.6%	-6	3
CS/C(=C\[N+](=O)[O-])Nc1ccc(Cl)cc1
 : 11	-0.9	9	-4	-4	1	0.6%	7	-22
CCOC(=O)C1C(=O)OC(C)(C)C1C(CC)C(=O)c1c(C)cc(C)cc1C (configuration not stated)
 : -11	nt	nt	-8	1	2	-3.1%	-8	0
CC(OC(=O)c1ccc(Cl)nc1)C(=O)Nc1ccc2c(c1)OCO2 (configuration not stated)
 : 12	0.5	23	-8	5	0	0.6%	8	10
CCC(CC)C(=O)Nc1cccc(C(=O)N2CCOCC2)c1
 : -32*	-0.2	-4	0	2	2	-0.4%	2	-1
COc1ccc(/C=c2\sc3nc(=O)c(C)nn3c2=O)c(OC)c1
 : 15	1.8	-6	-1	-2	-2	0.5%	5	-2
O=C(CSc1ccc(-c2ccccc2)nn1)N1CCCc2ccccc21
 : 3	-1.0	21	1	-5	0	4.3%	3	8
CC(=O)Nc1ccc(S(=O)(=O)NCC(=O)OCC(=O)N2CCCc3ccccc32)cc1
 : 5	0.8	-16	5	-8	2	0.3%	0	12
COc1cccc(N2CCN(C(=O)c3cc4c(=O)n(Cc5ccccc5)ccc4nc3C)CC2)c1
 : -12&4	0.3&-0.8	3	1&2	13&-5	3&2	-0.4%&0.4%	5&-6	-6
CN(C)c1ccc(C#Cc2ccc3cc(CCCO)oc(=O)c3c2)cc1
 : nt	0.6	-6	-1	2	1	5.2%	-11	nt
